# Screening data from PubChem BioAssay.
# Arr AP2 block – inhibitors of human beta-arrestin and AP2 interaction; FITC-arrestin peptide / GST-AP2 beads, flow cytometry; AP2 beta2 appendage carries R879A mutation; inhibition, % at 10 µM; actives 0.31% (n = 340,000);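 active = inhibition above a set limit, near 3 SD of compounds lacking own fluorescence, cut at about 54% in these data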;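 note: plate controls were DMSO wells for no effect and 5 µM unlabelled arrestin peptide for full effect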
#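 system = GST-tagged AP2 beta2-adaptin appendage (R879A) on 4 µm glutathione beads | reagent = FITC-labelled arrestin peptide probe, 50 nM final | schedule = compound with beads 12 min RT, then probe 1 h RT | signal = HyperCyt-sampled flow cytometry, FL1 channel, ex 488/em 535 nm | read-out = percent response from loss of bead-bound FITC fluorescence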
# CAL PDZ FP-1 – blocks peptide binding to the human CAL PDZ domain; inhibition, % at 24.9 µM; actives 0.92% (n = 300,000); Q9HD26; purified CAL PDZ, TMR-peptide fluorescence polarization, 1 h; AID 602252;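 active = mean inhibition of at least 30% with at least half of replicates also reaching 30%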;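 note: 0% = DMSO neutral control and 100% = excess unlabeled competitor peptide PRC23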
# LANA DNA inh – inhibitors of KSHV LANA C-terminal domain DNA binding; MBP-C-LANA/FAM-LBS DNA binding, fluorescence polarization; inhibition, % at 9 µM; actives 0.078% (n = 340,000); AID 504423;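 active = highest replicate inhibition at or above 60% at 9 µM, even if other replicates fall short; inactive = all replicates below 60% inhibition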;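 note: 0% = neutral control wells and 100% = 4 µM acridine orange control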
# NSD2 inh – inhibitors of human histone methyltransferase NSD2 | O96028 | NSD2 peptide methylation, AlphaScreen, 120 min | inhibition, % at 12.5 µM | actives 0.54% (n = 310,000) | AID 743445; in the data active = inhibition above about 50%
# Pemphigus Ab inh – inhibitors of pemphigus antibody binding to human desmoglein-3 | DSG3-coupled beads, scFv-anti-DSG3-GFP binding, flow cytometry; stronger effect = lower value | P32926 | actives 0.48% (n = 310,000) | binding (percent of control), % at 10 µM;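 active = binding more than 3 SD below its plate's average and above zero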;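 note: hits lower antibody fragment binding to DSG3; some compounds called inactive have numbers as strong as hits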
# RTF Ca sens inh – cardiac RTF calcium desensitization. P19429+P45379. IANBD-labeled cardiac RTF, Ca2+ fluorescence. inhibition, % at 7.15 µM. actives 0.12% (n = 340,000). AID 493244;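 active = inhibition above the mean inhibition of all tested compounds plus 3 SD, cut at about 17% in these data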;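 note: assay run at fixed EC70 calcium of 1.6 mM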
# Keap1 Nrf2 FP – Keap1-Nrf2 (human) interaction inhibition; actives 0.15% (n = 340,000); Keap1 Kelch-Nrf2 peptide fluorescence polarization, 1536-well; inhibition, % at 9.4 µM; in the data active = inhibition above about 12%;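 note: human Keap1 Kelch domain with fluorescein labeled Nrf2 9mer peptide probe; 0% = neutral control wells and 100% = peptide positive control; higher means more block of Keap1 binding to Nrf2 peptide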
# V-ATPase pH – yeast V-ATPase proton transport regulation by pHLuorin; response, % at 10 µM; S. cerevisiae, pHLuorin cytosolic pH fluorescence; actives 0.37% (n = 350,000); in the data active = response mostly above about 7.3%, no sharp cut-off; inactive = mostly below about 5.4%; note: actives read high; inactives centre near 0; some compounds called inactive have numbers as strong as hits
# DAGLB inhibitor – diacylglycerol lipase beta (human) inhibition. Q8NCG7. HEK293T DAGLB membrane lysate, EnzChek fluorogenic substrate. inhibition, % at 5.17 µM. actives 0.059% (n = 340,000); in the data active = inhibition above about 34%;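 note: 0% = enzyme with vehicle and 100% = wells lacking enzyme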
# Target sequence (Q8NCG7 whole entry, looked up): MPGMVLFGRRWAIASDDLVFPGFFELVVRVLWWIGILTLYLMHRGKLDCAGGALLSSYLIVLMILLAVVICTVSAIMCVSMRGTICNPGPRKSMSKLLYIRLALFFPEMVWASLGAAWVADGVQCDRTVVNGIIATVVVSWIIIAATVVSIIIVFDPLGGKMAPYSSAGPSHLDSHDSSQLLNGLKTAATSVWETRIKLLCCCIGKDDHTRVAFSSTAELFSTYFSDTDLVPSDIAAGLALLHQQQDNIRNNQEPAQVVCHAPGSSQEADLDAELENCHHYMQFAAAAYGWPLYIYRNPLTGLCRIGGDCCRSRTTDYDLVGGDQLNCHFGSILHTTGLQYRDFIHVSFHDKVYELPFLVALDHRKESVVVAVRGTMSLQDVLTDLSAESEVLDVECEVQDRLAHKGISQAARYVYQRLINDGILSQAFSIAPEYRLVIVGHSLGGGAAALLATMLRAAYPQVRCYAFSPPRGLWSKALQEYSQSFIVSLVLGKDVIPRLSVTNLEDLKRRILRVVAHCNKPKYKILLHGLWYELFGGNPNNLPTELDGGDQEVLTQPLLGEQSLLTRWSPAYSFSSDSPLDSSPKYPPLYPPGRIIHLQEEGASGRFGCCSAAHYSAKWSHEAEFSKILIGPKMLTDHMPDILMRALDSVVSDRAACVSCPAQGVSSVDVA
# CAL PDZ FP-2 – blocks peptide binding to human CAL PDZ domain. AID 504414. purified CAL PDZ, TMR-peptide fluorescence polarization, 1 h. actives 0.02% (n = 330,000). inhibition, % at 20 µM. Q9HD26;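 active = highest replicate inhibition of at least 40%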;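 note: plate controls were DMSO neutral control wells for no effect and unlabeled competitor peptide control wells for full effect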
#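 Test system: purified CerCALP PDZ construct; Compound dosing: one concentration, 20 µM compound; Also added: TMR-labelled reporter peptide T*-PRC34 bound in PDZ groove; Read-out: inhibition from polarization loss; Controls: unlabelled peptide and DMSO controls; Signal: FP readout, S and P plane fluorescence; Incubation: 1 h at RT.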
# * marks the source's active call; other numbers are inactive results; nt = not tested or not shown. Not all compounds are listed; the hit share may differ from the screen's.
SMILES,Arr AP2 block,CAL PDZ FP-1,LANA DNA inh,NSD2 inh,Pemphigus Ab inh,RTF Ca sens inh,Keap1 Nrf2 FP,V-ATPase pH,DAGLB inhibitor,CAL PDZ FP-2
CC1(C)CC(=O)C2=C(C1)OC(c1ccncc1)C(C#N)=C2N (stereo not given),15,6,1.4,-2,106,2,0,-2,-1,-2.0
COc1ccc(NC(=O)c2ccc(S(=O)(=O)N3CCOCC3)cc2)c(OC)c1,7,nt,-1.1,28,107,-5,2,10,3,-1.6
Cc1ccc(S(=O)(=O)Cc2cc(F)c([N+](=O)[O-])cc2[N+](=O)[O-])cc1,8,47*,0.9,nt,96,-1,0,2,1,-1.4
CC(Oc1cc2oc(=O)c3c(c2cc1Cl)CCCC3)C(=O)NCC1CCC(C(=O)O)CC1 (stereo not given),1,-6,0.0,1,98,2,-4,-6,-2,-2.4
C/C(=N/NC(=O)CNC(=O)/C=C/c1ccco1)c1ccc(Cl)cc1,-20,4,0.2,-2,100,0,-5,6,0,0.4
O=C1CCc2cc(S(=O)(=O)N3CCCCC3)cc3c2N1CCC3,-4,nt,0.9,4,103,6,7,5,0,0.0
N#C/C(C(=O)N1CCOCC1)=c1/s/c(=C\c2ccccn2)c(=O)n1-c1ccccc1,2,0,6.4,nt,96,6,7,-3,3,0.6
OC1(c2ccc(Cl)cc2)CCN(Cc2nc(-c3cnccn3)no2)CC1,11,-1,1.4,nt,102,-8,-3,-1,2,0.2
CCc1ccc(/C(C)=N/Nc2cc(Cl)nc(C)n2)cc1,-9,nt,1.6,-1,98,0,-6,-3,-11,-1.1
CCc1ccc2nc(Nc3ccc(OC)cc3OC)c(C#N)cc2c1,-2,5,0.5,-9,108,nt,-6,0,nt,-0.9
Cc1nc2ccccn2c1/C(O)=C1\C(=O)C(=O)N(CCN2CCOCC2)C1c1cccnc1 (stereo not given),6,6,4.9,1,96,-6,-3,-3,-1,-2.5
COc1ccc(/C=C/C(=O)NCCCNC(=O)/C=C/c2ccc(OC)c(OC)c2)cc1OC,-4,6,0.8,-1,110,-2,-2,-4,-1,-0.1
Cc1ccc2nc(-c3cccnc3)c(NC3CCCC3)n2c1,17,-2,1.5,-3,113,-2,-5,2,0,-3.4
Cc1ccc(OCCCCN2CCC(C)CC2)c(Br)c1,-5,1,-0.3,9,101,-6,1,3,1,-2.7
O=c1c2ccccc2nc2n1CCS2(=O)=O,46,nt,0.0,-4,94,nt,-4,-1,nt,-1.8
COc1ccc(NC(=O)c2cccc(NC(=O)c3ccccc3)c2)cc1,14,-1,0.7,-5,117,-2,-3,2,-2,1.0
Cc1cc(C)c(-n2nnnc2SCC(=O)c2cccs2)c(C)c1,-6,0,-0.5,-6,nt,-3,-5,-4,-7,-0.7
CCOC(=O)C1(Cc2ccc(Cl)cc2)CCN(C(=O)c2cnc(C)cn2)CC1,-12,-2,-9.5,-2,97,-11,0,1,-1,-0.5
NS(=O)(=O)c1ccc(CNC(=O)Cc2ccc(S(=O)(=O)N3CCOCC3)s2)cc1,29,1,0.9,-2,95,-20,-1,-1,0,-2.8
O=C(Nc1ccc(S(=O)(=O)N2CCC(C(=O)NC3CCCCC3)CC2)cc1)c1ccco1,-3,-5,-0.3,14,94,1,-7,6,-2,-0.7
CC(NC(=O)c1cc(=O)[nH]c2ccccc12)c1ccccc1 (stereo not given),8,-1,0.4,0,98,-8,0,-1,0,-1.6
CCN(CC(=O)NCc1cccs1)C(=O)COc1cccc(C(F)(F)F)c1,-11,nt,0.6,-6,101,-2,5,1,-3,-0.1
CC1(C)CC(N2CCCC2)=CC(=[N+]2CCCCC2)C1,1,1,0.3,0,100,-34,0,5,0,-0.3
CCCCNC(=O)CN(CCc1ccccc1)S(C)(=O)=O,-7,nt,0.0,-1,101,-4,4,3,0,0.7
COc1ccc(C)cc1N(C(=O)CNC(=O)c1ccco1)C(C(=O)NC1CCCC1)c1cccnc1 (stereo not given),-6,2,0.4,1,96,-1,1,2,1,nt
COc1ccc(/C=N/Nc2nnc(Cc3ccc(OC)c(OC)c3)c(=O)[nH]2)cc1,-11,2,-0.4,18,87,-6,-2,3,3,0.2
Cn1nc(C(=O)OCC(=O)Nc2ccc(S(N)(=O)=O)cc2)c2ccccc2c1=O,5,-6,-0.3,0,93,-5,-1,2,2,-1.2
CCC(c1nnnn1Cc1ccco1)N(CCc1ccccc1)Cc1cc2ccc(OC)cc2[nH]c1=O (stereo not given),8,-2,-0.6,3,108,-2,-17,-1,4,-2.2
Cc1ccc(C(=O)N2CCOCC2)cc1S(=O)(=O)N1CCCC1,-1,-4,1.4,3,nt,-6,-4,1,0,-2.4
C/C=C/c1ccc(OCCn2nnc3ccccc32)c(OC)c1,-6,-4,-0.4,0,110,-12,-1,1,-4,-1.0
O=S(=O)(c1cc(Cl)ccc1Br)N1CCOCC1,-2,-1,-0.2,-19,99,-2,5,-3,-2,-0.5
O=C1c2[nH]nc(-c3ccccc3O)c2C(c2ccccc2)N1Cc1ccco1 (stereo not given),-1,-4,-0.5,23,nt,6,-2,-1,5,-2.1
COc1ccc(CN2CCNC(=O)C2CC(=O)N(C)CCC2CCOCC2)cc1OC (stereo not given),-5,93*,-0.3,3,95,-13,2,-4,-1,0.1
COc1ccc(S(=O)(=O)N2CCc3ccccc32)cc1C(=O)NCc1ccco1,-8,-1,-0.2,0,97,-12,-7,-2,-1,-1.5
CN(CC(=O)Nc1ccc(F)c(F)c1F)C(=O)C1=COCCO1,24,-2,-1.7,-3,110,-14,3,0,-1,-0.7
CC(OC(=O)CCN=C1NS(=O)(=O)c2ccccc21)C(=O)N(C)C1CCCCC1 (stereo not given),-9,-1,-0.1,-2,99,-40,1,0,1,-2.4
CS(=O)(=O)N(CC(=O)N1CCN(Cc2ccccc2)CC1)c1cccc(F)c1,-3,nt,-0.2,-2,107,-14,0,-2,-1,-0.9
CCN(CC)C(=O)CSc1nnc(CCCCCNC(=O)OC(C)(C)C)o1,0,nt,0.9,-1,95,-1,-4,1,1,-1.0
O=C(O)c1ccc(NCc2cccnc2)cc1,5,2,1.1,nt,102,0,-3,-2,2,-0.6
CCOc1cc(CNCCSc2nnnn2C)cc(Br)c1OCc1ccccc1,-2,-4,0.4,-4,97,-5,3,-3,-4,-0.1

# Looked up by structure from the list above:
SMILES,Arr AP2 block,CAL PDZ FP-1,LANA DNA inh,NSD2 inh,Pemphigus Ab inh,RTF Ca sens inh,Keap1 Nrf2 FP,V-ATPase pH,DAGLB inhibitor,CAL PDZ FP-2
COc1ccc(NC(=O)c2ccc(S(=O)(=O)N3CCOCC3)cc2)c(OC)c1,7,nt,-1.1,28,107,-5,2,10,3,-1.6
CCOC(=O)C1(Cc2ccc(Cl)cc2)CCN(C(=O)c2cnc(C)cn2)CC1,-12,-2,-9.5,-2,97,-11,0,1,-1,-0.5

# Next entries:
SMILES,Arr AP2 block,CAL PDZ FP-1,LANA DNA inh,NSD2 inh,Pemphigus Ab inh,RTF Ca sens inh,Keap1 Nrf2 FP,V-ATPase pH,DAGLB inhibitor,CAL PDZ FP-2
CCN(CCN(C)C)C(=O)C1CCN(S(=O)(=O)c2c(C)noc2/C=C/c2ccccc2F)CC1,3,-2,-1.6,10,110,-6,-7,-3,0,-2.1
O=C(c1ccc(Cl)cc1)C1CCCN(C(=O)/C=C/c2ccccn2)C1 (stereo not given),-9,-4,3.5,4,93,-2,-2,-2,-3,-0.7
CC#CC(=O)NCC1(N(C)Cc2ccccc2)Cc2ccccc2C1,0,-4,-0.4,0,107,-6,-4,-4,-1,0.1
CS(=O)(=O)Nc1cccc(-c2cn3ccccc3n2)c1,-24,nt,0.5,-3,107,-6,-2,-1,0,-5.6
O=C(c1cc2sccc2n1Cc1ccc(F)cc1)N1CCN(c2nc3ccccc3s2)CC1,2,-3,-0.5,-2,104,-1,-4,1,-6,-0.4
CCOC(=O)c1ccc(NC(=O)CSc2nnc(CNc3ccc(C)cc3)n2C)cc1,-5,29,-0.1,-2,97,-4,-1,3,-10,nt
COc1cc(N(C)C)c([N+](=O)[O-])cc1C(=O)N1CCN(Cc2ccccc2)CC1,4,4,-1.3,11,107,-10,4,3,0,-0.5
O=C(CSc1nnc(NC(=O)c2c(F)cccc2F)s1)Nc1ccc(F)cc1,6,-5,1.6,-4,100,-10,3,1,3,-5.1
Cc1ccc(S(=O)(=O)/N=C(/c2ccc(F)cc2)N(C)C)cc1,37,3,-2.4,-2,96,-3,0,-3,-1,-0.8
CN1C(=O)Cc2cc(S(=O)(=O)NCc3cccs3)ccc21,-1,-1,-1.9,-2,101,-11,5,-3,3,-0.8
CCc1nnc(SCc2ccc(OC)c(Br)c2)n1N,-18,-2,1.0,0,115,1,-5,2,-1,-1.8
N#CC1(C#N)C(C(N)=O)C1c1ccccc1 (stereo not given),3,0,-2.0,0,103,-14,-7,3,-1,0.1
CCC1Oc2ccc(C)cc2N(CC(=O)NCc2cccc(OC)c2)C1=O (stereo not given),16,-2,-1.2,-1,101,-10,2,0,-11,0.0
Cc1ccc(C(=O)NC(Cc2c[nH]c3ccccc23)C(=O)O)o1 (stereo not given),-4,0,2.5,0,nt,4,-6,-2,1,-1.6
O=C(CCN1CCOCC1)Nc1ccc(F)cc1,-5,2,-0.8,-2,95,-9,0,6,-1,-23
Cn1ccn(CCCCCCn2ccn(C)c2=S)c1=S,nt,nt,nt,1,101,nt,nt,3,-2,nt
Cc1c(NC(=O)c2ccc(Cl)s2)c(=O)n(-c2ccccc2)n1C,2,-1,0.6,-2,104,8,-1,-2,-2,-0.8
CCOC(=O)c1c(N)nn(C(=O)c2ccccc2)c1-c1ccccc1,6,8,1.4,1,102,-4,1,6,-6,-0.8
COC(=O)c1c(NC(=O)CN2CCCc3ccccc32)sc(C)c1C,7,-7,-1.3,0,109,-10,1,-1,-6,-2.8
O=S(=O)(c1cccc(C(F)(F)F)c1)N1CCN(C(=S)NC2CC2)CC1,-21,-3,0.3,0,130,-2,0,-1,-4,-3.7
Cc1ccccc1-n1nc2c(c1NC(=O)C1CCCC1)CS(=O)(=O)C2,0,-5,-0.3,0,nt,-8,-7,-2,-1,0.4
COc1ccc([N+](=O)[O-])cc1NC(=O)C(C)OC(=O)CN1C(=O)C2CC=CCC2C1=O (stereo not given),27,-3,2.1,4,93,-3,-4,11,0,-2.4
O=C(COC(=O)c1cc(S(=O)(=O)N2CCOCC2)ccc1F)Nc1cc([N+](=O)[O-])ccc1F,-5,-1,0.9,-1,93,-4,2,-3,0,-0.6
O=C(CCc1ccccc1)NCCSc1ccccc1,46,0,-0.6,-4,102,-1,-4,3,-4,-0.5
C/C(=N\Nc1nc(N)cc(Cl)n1)c1cccc([N+](=O)[O-])c1,-2,nt,-1.7,10,108,-7,-3,1,1,-2.3
C=C[C@]1(C)C=C2CCC3[C@](C)(CCC[C@@]3(C)C(=O)O)C2CC1 (stereo not given in full),-4,-5,1.2,nt,106,4,-2,-5,-7,0.5
